Rtt109 Vps75 = inhibitors of Candida albicans Rtt109/Vps75 histone acetyltransferase; purified Rtt109/Vps75, ThioGlo CoA-SH fluorescence, 4 h; 330,000 compounds, 0.16% hits; inhibition, % at 34.9 µM; AID 540336; Q5AAJ8;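 active = inhibition of at least 50% in every replicate; inconclusive = best replicate reaches 50% inhibition but some replicates fall short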
Target sequence (Q5AAJ8 whole entry, looked up): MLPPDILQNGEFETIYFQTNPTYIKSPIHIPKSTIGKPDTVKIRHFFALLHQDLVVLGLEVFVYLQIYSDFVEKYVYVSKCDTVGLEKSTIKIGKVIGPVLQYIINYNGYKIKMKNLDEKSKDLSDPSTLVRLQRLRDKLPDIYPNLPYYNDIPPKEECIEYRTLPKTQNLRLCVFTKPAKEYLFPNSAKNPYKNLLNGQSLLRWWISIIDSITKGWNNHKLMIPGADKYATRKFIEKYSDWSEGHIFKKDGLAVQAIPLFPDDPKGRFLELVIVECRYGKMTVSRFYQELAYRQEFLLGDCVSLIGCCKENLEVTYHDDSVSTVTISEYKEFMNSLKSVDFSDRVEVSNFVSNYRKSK
Ecoli viability = counter-screen for AddAB inhibitors: E. coli growth inhibition; E. coli V3065 growth, OD600 absorbance, 18 h; inhibition, % at 11.9 µM; 330,000 compounds, 0.27% hits; AID 449728;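 active = inhibition above the campaign's mean inhibition across all tested compounds plus 3 SD, cut at about 9.9% in these data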;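 note: uninfected addAB+ strain grown without phage in ampicillin broth; 0% = DMSO wells and 100% = ciprofloxacin 0.95 µg/ml wells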
PfHsp90 yeast 2 = reduces growth (ATP signal) of yeast expressing P. falciparum Hsp90 | S. cerevisiae expressing PfHsp90, BacTiter-Glo ATP, 48 h; yeast lacking PDR1 and PDR3 efflux regulators | inhibition, % at 9.4 µM | 310,000 compounds, 0.32% hits;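 active = every replicate shows inhibition above about 80%, whatever the replicate mean, limit read from the data; inconclusive = mean inhibition reaches the set limit but some replicate falls short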;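 note: 0% = DMSO neutral controls and 100% = 20 µM radicicol positive controls; yeast relying on Plasmodium falciparum Hsp90 in place of its own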
Wnt bcat act = activates Wnt/beta-catenin signaling in a reporter cell assay; activator, plate reader; activation, % at 9.35 µM; 300,000 compounds, 1.2% hits; in the data active = activation above about 30%, passing the limit was not always enough; inconclusive = no clear call, values can overlap the other calls;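 note: 0% = neutral control wells and 100% = positive control wells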
AddAB inh = less growth of phage-infected E. coli with AddAB | inhibition, % at 11.9 µM | AID 435030 | E. coli expressing H. pylori AddAB, absorbance growth | 330,000 compounds, 0.29% hits; in the data active = inhibition above about 12%;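 note: 0% = vehicle wells of infected cells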
phage Ecoli inh = E. coli growth loss with phage present; growth absorbance; inhibition, % at 11.9 µM; 360,000 compounds, 0.26% hits; AID 651602; in the data active = inhibition above about 11%
CAL PDZ FP = inhibitors of human CAL PDZ peptide binding; AID 504414; purified CAL PDZ, TMR-peptide fluorescence polarization, 1 h; inhibition, % at 20 µM; 330,000 compounds, 0.02% hits;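 active = highest replicate inhibition of at least 40%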;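 note: plate controls were DMSO neutral control wells for no effect and unlabeled competitor peptide control wells for full effect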
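Test system: purified CerCALP PDZ construct; Compound dosing: one concentration, 20 µM compound; Also added: TMR-labelled reporter peptide T*-PRC34 bound in PDZ groove; Read-out: inhibition from polarization loss; Controls: unlabelled peptide and DMSO controls; Signal: FP readout, S and P plane fluorescence; Incubation: 1 h at RT.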
DAGLB inhibitor = diacylglycerol lipase beta (human) inhibition; Q8NCG7; HEK293T DAGLB membrane lysate, EnzChek fluorogenic substrate; inhibition, % at 5.17 µM; 340,000 compounds, 0.059% hits; in the data active = inhibition above about 34%;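 note: 0% = enzyme with vehicle and 100% = wells lacking enzyme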
Target sequence (Q8NCG7 whole entry, looked up): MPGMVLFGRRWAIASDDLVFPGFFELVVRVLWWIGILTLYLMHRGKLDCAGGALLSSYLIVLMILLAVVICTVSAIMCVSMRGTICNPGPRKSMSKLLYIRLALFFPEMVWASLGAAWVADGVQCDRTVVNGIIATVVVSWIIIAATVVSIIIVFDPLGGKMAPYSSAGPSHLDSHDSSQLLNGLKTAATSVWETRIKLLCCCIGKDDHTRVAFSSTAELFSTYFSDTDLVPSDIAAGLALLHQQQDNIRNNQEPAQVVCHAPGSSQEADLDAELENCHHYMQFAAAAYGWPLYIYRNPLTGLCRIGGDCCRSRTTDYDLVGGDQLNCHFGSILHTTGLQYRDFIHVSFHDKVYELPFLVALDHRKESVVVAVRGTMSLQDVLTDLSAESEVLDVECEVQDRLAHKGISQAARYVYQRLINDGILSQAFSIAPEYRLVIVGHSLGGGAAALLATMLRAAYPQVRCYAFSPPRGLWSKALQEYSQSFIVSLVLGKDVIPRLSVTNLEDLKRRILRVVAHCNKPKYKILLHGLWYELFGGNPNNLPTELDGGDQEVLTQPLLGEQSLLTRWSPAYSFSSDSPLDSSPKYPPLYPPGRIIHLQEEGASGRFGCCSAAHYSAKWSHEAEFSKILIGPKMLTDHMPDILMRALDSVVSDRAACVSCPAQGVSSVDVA
PvdQ inh = P. aeruginosa PvdQ acylase inhibition. purified PvdQ acylase, fluorescence plate reader. inhibition, % at 10 µM. 340,000 compounds, 0.063% hits; in the data active = inhibition above about 30%, passing the limit was not always enough; inconclusive = no clear call, values can overlap the other calls;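 note: 0% = vehicle neutral wells and 100% = reference inhibitor wells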
Tat transport = inhibitors of E. coli Tat protein transport; E. coli MC4100 TorA-mCherry Tat export, fluorescence; 340,000 compounds, 0.036% hits; inhibition, % at 10 µM;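 active = mean replicate inhibition at least 50% and at least half of replicates individually reaching 50%; inconclusive = only one of the two criteria met; inactive = neither criterion met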;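 note: exported cargo escapes ClpAP degradation while cytoplasmic cargo is degraded and loses fluorescence; 0% = median of neutral control wells and 100% = median of NaSCN control wells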
Active calls of the source: *; ? = inconclusive; nt = no result given.

SMILES	Rtt109 Vps75	Ecoli viability	PfHsp90 yeast 2	Wnt bcat act	AddAB inh	phage Ecoli inh	CAL PDZ FP	DAGLB inhibitor	PvdQ inh	Tat transport
CCOc1cc(CO)cc(Br)c1OCC(N)=O	17	1.9	7	-2	5.0	3.3	-0.5	-2	6	-1
O=C(Nc1ccc(C(=O)N2CCCCC2)cc1)c1cccs1	nt	-0.6	18	10	3.2	2.1	-2.0	-4	11	-6
CCN(C(=O)CSc1nnc(-c2cccc(F)c2)n1N)c1c(N)n(Cc2ccccc2)c(=O)[nH]c1=O	3	nt	7	0	nt	1.9	-0.6	0	-16	8
CCCC(=O)Nc1ccc(C(=O)Nc2nc(CC(=O)OCC)cs2)cc1	1	-2.2	-10	nt	0.1	2.2	1.1	-2	-11	4
Cn1/c(=N/N=C/c2ccccn2)sc2ccccc21	1	nt	-3	22	nt	1.6	-1.1	nt	0	5
CC(C)C[C@@H](CN1CCCC1CN1C(=S)NC[C@@H]1Cc1ccc(O)cc1)N1C[C@H](Cc2ccccc2)N(CC2CCCCCC2)C1=S (stereo partly drawn)	-4	nt	-1	-8	nt	5.5	-1.0	-7	-21	5
CC1(c2ccccc2)NC(=O)N(CC(=O)N2CCN(S(=O)(=O)c3cccc(C(F)(F)F)c3)CC2)C1=O (stereo not drawn)	26	nt	-5	-1	nt	0.2	-0.2	-1	-3	-5
CN(C)c1ccc(C(=O)N2CCN(C(=O)C3CCCO3)CC2)cc1 (stereo not drawn)	-1	-1.3	-9	-2	1.5	3.6	-1.8	-1	-6	1
O=C(Nc1nccs1)C(c1ccccc1)N1CCCC1 (stereo not drawn)	5	0.2	-14	-1	0.8	-3.6	-1.4	2	-18	0
O=C(NC1CCCCCCC1)C1CCC(CNc2c(N3CCCC3)c(=O)c2=O)CC1 (stereo not drawn)	-11	-2.1	1	-3	2.3	1.1	0.3	0	-18	1
COc1ccccc1CNC(=O)c1ccccc1NS(C)(=O)=O	1	1.7	28	nt	0.2	3.0	0.3	-2	-11	-5
C=CCn1c(O)c(N=NC(=O)CNC(=O)c2ccco2)c2ccccc21	nt	-1.1	-14	-7	2.1	3.1	-2.5	0	4	6
O=C(O)CCCCn1c(SCC(=O)Nc2ccccc2C(F)(F)F)nc2ccsc2c1=O	-2	-0.9	-19	-2	-0.3	2.3	0.0	-2	-15	-4
O=C1NCCNC1(c1c[nH]c2ccccc12)C(F)(F)F (stereo not drawn)	0	0.0	-11	1	1.0	2.6	0.5	0	10	-4
C(=Nc1ccc(N2CCOCC2)cc1)c1c[nH]c2ccccc12	-2	-3.0	3	17	0.3	2.1	0.9	2	-20	-4
CSc1ncccc1C(=O)Nc1ccc2nc(C)sc2c1	2	2.9	-6	2	-1.1	1.9	-1.4	1	-3	0
O=C(NCCCN1CCCCC1)C1CCC(=O)N1CCc1ccccc1 (stereo not drawn)	15	1.0	-6	1	4.9	1.1	-0.1	-1	8	0
Cc1c(NC(=O)C(C)OC(=O)c2cccnc2Cl)c(=O)n(-c2ccccc2)n1C (stereo not drawn)	-8	-3.5	11	0	-0.3	0.0	-1.6	0	-12	-1
O=C(/C(=C/c1ccccc1Cl)c1ccccc1)N1CCOCC1	-3	-2.6	27	nt	1.3	-1.1	-0.4	-4	8	-15
CCOc1ccc(C(=O)N(CN2CCCC2=O)c2ccccc2)cc1	9	2.2	nt	-2	3.1	3.1	-1.4	0	-6	4
COc1cccc(OCc2cc(C(=O)N3CCN(C4CCCC4)CC3)no2)c1	-12	1.8	0	5	2.7	2.7	-1.5	-1	5	-6
CN(C)S(=O)(=O)c1cccc(NC(=O)CSc2nnnn2-c2ccccc2)c1	-4	0.0	6	-4	3.4	1.6	-3.0	-3	-16	-4
C=C(C)Cn1c(N)cc(=O)nc1SCC(=O)Nc1cccc(C(F)(F)F)c1	-1	-4.3	-1	-4	-1.9	1.6	0.4	0	-10	-6
COc1cc(C2C(C#N)=C(N)N(Nc3ccccc3)C3=C2C(=O)CC(C)(C)C3)ccc1OCc1ccccc1 (stereo not drawn)	-2	-1.7	-1	nt	1.5	2.3	0.2	2	-11	8
CCCCNC(=O)COc1ccccc1[N+](=O)[O-]	nt	3.3	7	2	3.9	3.5	-1.8	-2	4	-14

Looked up above:
CCN(C(=O)CSc1nnc(-c2cccc(F)c2)n1N)c1c(N)n(Cc2ccccc2)c(=O)[nH]c1=O in CAL PDZ FP has -0.6
CN(C)S(=O)(=O)c1cccc(NC(=O)CSc2nnnn2-c2ccccc2)c1 in AddAB inh has 3.4

Additional results.
SMILES	Rtt109 Vps75	Ecoli viability	PfHsp90 yeast 2	Wnt bcat act	AddAB inh	phage Ecoli inh	CAL PDZ FP	DAGLB inhibitor	PvdQ inh	Tat transport
O=c1ccc(Cl)n[nH]1	-3	0.2	11	0	2.2	1.3	-0.4	1	-10	-21
COc1cc(C=NNC(=O)c2ccccc2NS(=O)(=O)c2cccs2)cc(OC)c1O	12	-0.2	17	1	-0.3	4.7	-1.5	6	-8	-3
O=[N+]([O-])c1ccc(Cn2cc(-c3cccc(C(F)(F)F)c3)nn2)cc1	5	0.3	-9	-4	2.5	2.6	0.3	-4	9	0
Cc1ccc(S(=O)(=O)N2CCC(=O)CC2)cc1	3	0.9	16	2	-0.4	1.4	0.1	1	-9	-8
CC(C)(C)OC(=O)N[C@H](Cc1ccccc1)C(=O)N1CCC[C@@H]1C(=O)O	-9	1.0	-41	2	2.0	2.0	0.9	-3	-12	3
Clc1cc(Cl)c(OCCCCn2cncn2)c(Cl)c1	-1	-1.4	-40	-1	2.2	-2.5	-0.6	-3	-7	-8
CCN(CC)CCCNC(=O)c1cn(C)c(=O)c2c1c1ccccc1n2C	-5	-1.6	4	-2	0.6	2.1	-0.1	2	-17	-6
Cc1cc(N2CCN(c3ccccc3)CC2)n2ncnc2n1	-10	-1.2	10	-1	-2.0	2.5	-2.5	0	-11	-6
CNC(=S)NNC(=O)CSCc1c(Cl)cccc1Cl	0	0.9	-25	1	1.3	3.4	0.1	nt	-13	-7
COc1cccc(-c2csc(N3CCN(C(=S)Nc4ccc(Cl)cc4)CC3)n2)c1	nt	0.6	-3	nt	3.3	3.7	-2.5	-6	0	-1
CCOC(=O)c1c(C)nc2c(c1-c1ccc(Cl)cc1)C(=O)CC(C)(C)C2	-5	0.6	15	-3	-0.3	2.5	-0.8	-10	-4	5
COc1cc(OC)c(OC)cc1/C=N/NC(=O)CCc1c(C)n[nH]c1C	2	1.1	-5	-3	0.1	0.1	0.4	0	-11	8
COc1ccccc1NC(=O)N1CCC(NC(=O)C(Cc2ccccc2F)NC(C)=O)CC1 (stereo not drawn)	1	0.9	16	0	0.2	0.6	-0.1	-1	-4	26
CS(=O)(=O)CCC(C(=O)OCc1ccc(Cl)cc1)N1C(=O)c2ccccc2C1=O (stereo not drawn)	10	-0.8	3	nt	0.0	3.7	-3.3	-2	10	-5
CCCCCN(C(=O)CCC(=O)OCc1cccc(Br)c1)c1c(N)n(CCCC)c(=O)[nH]c1=O	-3	1.3	nt	1	-1.0	1.4	-1.9	6	-10	-1
Nc1cc(C(=O)c2ccccc2)ccc1N1CCOCC1	-9	1.0	-3	?	2.9	-0.2	-1.9	0	-4	1
CCCCOc1ccc(-c2c(C(=O)Nc3ccccc3)c(C)[nH]c(=S)c2C#N)cc1	-4	2.5	-29	-10	1.1	3.2	-2.3	6	-2	-11
Cc1ccc(N(C(=O)c2snc(C(N)=O)c2N)C(C(=O)NCc2ccccc2)c2ccncc2)c(C)c1 (stereo not drawn)	-8	-0.9	-63	-2	1.2	2.3	-2.2	4	-9	8
O=C(NCCN1CCCCC1)Nc1ccccc1Cl	-7	1.2	6	2	3.0	0.9	-2.7	-2	-6	-2
Cc1ccc(C(=O)NNC(=O)C2CCN(C(=O)OC(C)(C)C)CC2)cc1	-2	-4.3	-8	-1	1.4	2.7	-0.2	0	-3	-4
O=C1c2ccccc2C(=O)N1Cc1cccnc1	-2	0.7	-3	1	1.9	3.9	0.3	0	-9	0
Cc1cccc(NC(=O)CCNC(=O)c2ccco2)c1	nt	4.8	-14	3	8.8	7.8	-2.6	-1	9	17
COc1ccc(-n2c(=S)[nH]c3cc(C(=O)Nc4ccc(F)cc4)ccc3c2=O)c(OC)c1	9	1.6	-12	-6	4.4	-0.2	-3.4	1	1	-3
CCN(c1ccccc1)S(=O)(=O)c1ccc(C(=O)N2CCOCC2)cc1	-5	-0.5	1	-1	0.8	1.1	-1.5	4	-14	-4
O=C(Nc1ccc(C(=O)Nc2ccccc2Cl)cc1)c1cccnc1	-5	nt	-6	4	nt	3.4	-3.7	0	-8	-3
(more compounds)
SMILES	Rtt109 Vps75	Ecoli viability	PfHsp90 yeast 2	Wnt bcat act	AddAB inh	phage Ecoli inh	CAL PDZ FP	DAGLB inhibitor	PvdQ inh	Tat transport
NC1=NC[C@H](Cc2ccc(O)cc2)N1CCC12CC3CC(CC(C3)C1)C2	-2	-0.2	-12	-6	2.6	1.5	-1.4	3	-13	-4
O=C1C(=O)N(Cc2cccc([N+](=O)[O-])c2)c2ccccc21	3	-0.9	-10	0	2.8	5.0	-2.0	-2	-11	-2
CCc1noc(C)c1C(=O)OCC(=O)NCCc1ccc(OC)cc1	1	nt	-9	-5	nt	2.5	-2.8	-2	2	-5
Cc1onc(-c2c(F)cccc2Cl)c1C(=O)Nc1nnc(C(F)(F)F)s1	3	2.6	10	-2	2.0	-0.1	-2.4	3	1	3
Cc1ccc(C)c(NC(=S)N(Cc2ccc(Cl)cc2)Cc2ccc(C(=O)O)cc2)c1	20	-2.6	-4	-1	0.2	3.7	0.0	7	5	-2
O=c1c([N+](=O)[O-])cn(Cc2ccccc2)c(=O)n1Cc1ccccc1	3	nt	nt	-1	nt	2.7	-0.8	5	-13	5
COc1ccccc1CNC(=O)C1CCCN(S(=O)(=O)c2c(C)[nH]c(=O)[nH]c2=O)C1 (stereo not drawn)	-1	0.9	3	-2	1.3	0.6	0.1	0	-13	-6
CC(C)c1ccc(NC(=O)N2CCc3ccccc3C2)cc1	30	1.3	12	?	-0.9	4.2	-2.5	-8	-1	-1
FC(F)(F)c1cc(CCN2CCNC[C@@H]2c2ccccc2)cc(C(F)(F)F)c1	11	-3.2	-11	-14	0.4	5.7	0.4	-3	-4	5
COc1ccccc1/C=C/C(=O)N1CCCC1	-4	0.7	-11	0	2.2	4.1	-0.7	-1	-4	-6
CC1CN(C(=O)c2ccccc2)c2ccccc2NC1=O (stereo not drawn)	1	-1.0	12	-2	4.1	0.8	-0.6	1	-16	1
O=C(Nc1cccc(Cl)c1)Nc1nc(-c2ccc(Cl)cc2)cs1	3	1.5	9	-2	-0.6	5.4	0.2	-3	-2	4
CC(NC(=O)CSc1ccccc1C(=O)O)C1CC2CCC1C2 (stereo not drawn)	-4	-0.2	23	-2	2.2	0.9	0.0	2	-7	-5
O=C(CCN1C(=O)c2ccccc2S1(=O)=O)Nc1ccc2c(c1)OCCO2	nt	1.1	-6	-2	2.7	1.9	-1.4	-9	4	-7
COc1cccc(OCCOc2c(OC)cccc2OC)c1	9	-2.8	-14	nt	1.6	2.4	-0.7	-2	8	3
CCCn1nc(C(=O)Nc2ccc(-n3cnnn3)cc2)c2ccccc2c1=O	6	nt	-3	-1	nt	3.3	-1.8	-1	4	-3
COC(=O)c1cc(C)c(C)cc1NC1OC(CO)C(O)C1O (stereo not drawn)	3	nt	9	-3	nt	2.6	-1.9	-2	8	-6

Compound activity deposited in PubChem BioAssay by several laboratories.

This is a random part of the collection (roughly 1.9% active in at least one column).
